Screening results: PubChem BioAssay, several laboratories
Yeast lifespan up: extends the lifespan of yeast; actives 0.68% (n = 130,000); S. cerevisiae growth with nicotinamide, OD615; deaD strain in restrictive glucose medium; inhibition of the nicotinamide effect, % at 10 µM;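 active = inhibition above a set limit, placed 3 SD over the median of all compounds, cut at about 26% in these data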;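 note: 0% = nicotinamide-treated wells and 100% = cells grown without nicotinamide; some compounds called inactive have numbers as strong as hits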
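assay system = DeaD-strain S. cerevisiae | buffer or medium = restrictive glucose medium | reagent = 1.5 mM nicotinamide | compound = 10 µM single point, 0.25% DMSO | incubation = 48 h compound exposure at 30 °C, humidified | signal = OD615 measurement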
HCT116 PTEN-null: PTEN-deleted cell growth suppression; HCT116 PTEN-null viability, CellTiter-Glo, 60 h; stronger effect = lower value; viability, % at 10 µM; actives 1.2% (n = 140,000);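 active = viability at or below a set limit, 4 SD under the median of all tested compounds, cut at about 3.7% in these data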;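 note: PTEN knockout HCT116 line with beta catenin targeted HCT116 as companion control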
Phagocytosis inh: blocks phagocytosis by macrophages; J774A.1 macrophage IgG-bead phagocytosis, imaging; inhibition, % at 5 µM; actives 0.07% (n = 110,000);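 active = inhibition above the mean of the plate negative controls plus 5 SD, cut at about 13% in these data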;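 note: phagocytic index as fraction of beads internalized from green versus red external bead signal; plate controls were DMSO negative control for no effect and cytochalasin-D positive control for full effect; some results beyond the cut were filed as inactive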
Yeast growth inh: reduces growth of yeast BB579 in restrictive medium; S. cerevisiae BB579 growth, OD615, 48 h; inhibition, % at 10 µM; actives 0.51% (n = 140,000); AID 804;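 active = inhibition above a set limit, 3 SD over the mean compound inhibition, cut at about 44% in these data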; note: inactives centre near -24
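Test system: DeaD yeast strain BB579 / Buffer or medium: restrictive glucose-based CSMM-D medium / Doses: single 10 µM dose / Schedule: 4 h cell preincubation, 48 h compound exposure, 30 °C humidified / Technique: culture absorbance at 615 nm / Controls: amphotericin B positive control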
NPY-Y2 antag: NPY-Y2 (human) receptor antagonism. P49146. NPY-Y2 expressing cells, antagonist mode. inhibition, % at 2.7 µM. actives 0.99% (n = 140,000); in the data active = inhibition above about 17%;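 note: 0% = vehicle with agonist challenge and 100% = reference antagonist with challenge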
Target sequence (P49146 whole entry, looked up): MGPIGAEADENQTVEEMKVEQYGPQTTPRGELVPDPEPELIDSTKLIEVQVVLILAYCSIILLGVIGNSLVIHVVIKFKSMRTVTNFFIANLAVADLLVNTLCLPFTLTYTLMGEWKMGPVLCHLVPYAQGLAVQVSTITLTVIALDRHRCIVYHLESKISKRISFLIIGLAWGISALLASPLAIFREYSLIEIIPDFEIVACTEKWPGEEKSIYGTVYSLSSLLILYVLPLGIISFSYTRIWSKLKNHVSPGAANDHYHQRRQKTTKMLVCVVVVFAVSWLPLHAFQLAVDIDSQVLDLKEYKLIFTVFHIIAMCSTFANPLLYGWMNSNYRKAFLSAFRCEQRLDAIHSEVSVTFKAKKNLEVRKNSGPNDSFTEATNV
E-sel TNF inh: TNF alpha driven E-selectin expression inhibition. inhibition, % at 2 µM. AID 1246. actives 0.71% (n = 120,000). HUVEC TNFa-induced E-selectin immunofluorescence, high content;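 active = inhibition above the batch mean plus 3 SD, and confirmed as a hit on visual image review, cut at about 43% in these data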;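 note: 0% = TNF-stimulated DMSO wells and 100% = unstimulated control wells; not every result past the cut was called active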
HCT116 bCat-KO: beta-catenin-lacking colon tumor cell growth suppression | HCT116 beta-catenin knockout viability, CellTiter-Glo, 60 h; stronger effect = lower value | viability, % at 10 µM | actives 1.5% (n = 140,000);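 active = viability at or under a set limit, the compound median less 4 SD, cut at about 6% in these data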;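 note: 0% = Hyamine 1622 control at 20 µM and 100% = untreated cell control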
Measles CPE: protection of cells from measles virus. AID 841. protection (pct of control), % at 4 µM. actives 1.5% (n = 140,000). Measles virus-infected cells, CPE protection, absorbance; in the data active = protection mostly above about 24%, no sharp cut-off; inactive = mostly below about 26%; note: some compounds called inactive have numbers as strong as hits
MRP-1 activ: activates MRP-1; AID 799; H69AR cells + doxorubicin, viability rescue, CellTiter-Glo; actives 0.61% (n = 140,000); viability increase, % at 10 µM;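 active = viability gain under doxorubicin at or above a set limit, the compound median plus 3 SD, cut at about 4.7% in these data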;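 note: MRP-1 overexpressing cells given doxorubicin 25 µM after compound pretreatment; 18-22 h compound pretreatment then 72 h with doxorubicin before readout; 0% = doxorubicin-only wells and 100% = vehicle-treated cells without doxorubicin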
GALR2 blocker: GALR2 (human) receptor antagonism; O43603; GALR2-expressing cells, antagonist mode; inhibition, % at 4 µM; actives 0.39% (n = 140,000); in the data active = inhibition above about 27%;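 note: cells stimulated with galanin 1-16 at roughly its EC80; 0% = agonist challenge control and 100% = basal control without agonist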
Target sequence (O43603 whole entry, looked up): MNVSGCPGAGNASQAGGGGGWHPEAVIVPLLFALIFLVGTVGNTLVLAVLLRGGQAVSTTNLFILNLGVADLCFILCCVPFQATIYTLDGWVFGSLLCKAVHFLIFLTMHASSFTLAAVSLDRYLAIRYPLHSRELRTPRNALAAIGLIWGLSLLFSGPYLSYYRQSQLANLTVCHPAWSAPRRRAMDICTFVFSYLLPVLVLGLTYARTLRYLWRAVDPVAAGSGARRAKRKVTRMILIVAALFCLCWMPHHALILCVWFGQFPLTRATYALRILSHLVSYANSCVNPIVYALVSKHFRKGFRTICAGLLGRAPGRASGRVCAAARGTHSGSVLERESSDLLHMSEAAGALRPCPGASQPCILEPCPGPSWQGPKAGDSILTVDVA
Numbers without * were called inactive.

CC(=O)O/N=C(/C)c1ncc(C(F)(F)F)cc1N1CCOCC1 was read as Yeast lifespan up -3.4, HCT116 PTEN-null 96.5, Phagocytosis inh 0.7, Yeast growth inh 1.0, NPY-Y2 antag 0.9, E-sel TNF inh 3.1, HCT116 bCat-KO 105.2, Measles CPE 20.4, MRP-1 activ -1.3 and GALR2 blocker -5.2.
For Cc1ccc(C(=O)Nc2ccc(N3CCOCC3)nc2)cc1 the results were Yeast lifespan up -10.0, HCT116 PTEN-null 101.5, Yeast growth inh -53.9, NPY-Y2 antag -0.6, E-sel TNF inh -19.0, HCT116 bCat-KO 94.0, Measles CPE 4.5, MRP-1 activ -1.0 and GALR2 blocker -12.8.
`COC(=O)CNC(=O)CN1C(=O)N(c2ccc(Cl)cc2)C(N(O)C(=O)Nc2ccc(Cl)cc2)C1(C)C` (centres undefined) gave Yeast lifespan up -15.0, HCT116 PTEN-null 83.0, Phagocytosis inh 4.6, Yeast growth inh -2.8, NPY-Y2 antag -0.4, E-sel TNF inh 14.8, HCT116 bCat-KO 90.5, Measles CPE 11.5, MRP-1 activ -2.5 and GALR2 blocker -2.3.
Cc1ccc(N(CN2CCCC2=O)C(=O)c2ccc(OC(C)C)cc2)cc1 was read as Yeast lifespan up -5.2, HCT116 PTEN-null 93.2, Phagocytosis inh -1.2, Yeast growth inh -12.4, NPY-Y2 antag 2.5, E-sel TNF inh 1.6, HCT116 bCat-KO 100.5, Measles CPE 9.0, MRP-1 activ -3.6 and GALR2 blocker -6.5.
For CN(Cc1ccccc1)S(=O)(=O)c1ccc2c(c1)NC(=O)CC(=O)N2 the results were Yeast lifespan up -5.5, HCT116 PTEN-null 95.2, Phagocytosis inh -1.4, Yeast growth inh -5.6, NPY-Y2 antag 2.2, HCT116 bCat-KO 88.9, Measles CPE 7.3, MRP-1 activ -0.8 and GALR2 blocker 3.9.
`Cc1nn(Cc2ccc(F)cc2)c(C)c1NC(=O)c1cc(-c2ccc3c(c2)OCO3)on1` gave Yeast lifespan up 3.4, HCT116 PTEN-null 98.7, Phagocytosis inh -2.0, Yeast growth inh -40.3, NPY-Y2 antag 2.9, HCT116 bCat-KO 82.1, Measles CPE 7.1, MRP-1 activ -0.2 and GALR2 blocker 7.7.
Screening Cc1ccc(S(=O)(=O)NC2=NCN(C3CCN(Cc4ccccc4)CC3)CN2)cc1 returned Yeast lifespan up 5.3, HCT116 PTEN-null 86.8, Phagocytosis inh 2.6, Yeast growth inh -2.2, NPY-Y2 antag 1.4, HCT116 bCat-KO 84.3, Measles CPE 8.9, MRP-1 activ -2.3 and GALR2 blocker -5.4.
`CC1=C(C(=O)OCc2ccccc2)C(c2ccc(-c3ccccc3)cc2)NC(=O)N1CCCCCC(=O)O` (centres undefined) gave Yeast lifespan up 20.2, HCT116 PTEN-null 93.1, Yeast growth inh -40.5, NPY-Y2 antag -0.6, E-sel TNF inh 2.9, HCT116 bCat-KO 90.4, Measles CPE 5.7, MRP-1 activ -2.5 and GALR2 blocker 7.7.
`CCCCOCCCNC(=O)CC(C)c1ccccc1` (centres undefined) gave Yeast lifespan up -5.8, HCT116 PTEN-null 88.5, Yeast growth inh -23.1, NPY-Y2 antag 2.7, E-sel TNF inh 10.5, HCT116 bCat-KO 101.7, Measles CPE 4.6, MRP-1 activ -1.5 and GALR2 blocker -11.6.
For COc1ccccc1N1CCN(/N=C\c2ccc(C)o2)CC1 the results were Yeast lifespan up -17.5, HCT116 PTEN-null 90.6, Yeast growth inh 18.0, NPY-Y2 antag 4.4, E-sel TNF inh -39.5, HCT116 bCat-KO 93.6, Measles CPE 2.4, MRP-1 activ 1.8 and GALR2 blocker -6.2.
For COc1ccccc1NC(=O)CN(C)S(=O)(=O)c1ccc2c(c1)CCC(=O)N2 the results were Yeast lifespan up -8.1, HCT116 PTEN-null 90.8, Phagocytosis inh -0.5, Yeast growth inh -25.3, NPY-Y2 antag -1.1, E-sel TNF inh 11.0, HCT116 bCat-KO 92.2, Measles CPE 12.1, MRP-1 activ -1.8 and GALR2 blocker -0.5.
Screening O=C(NCCCN1CCN(CCCNC(=O)c2cccc([N+](=O)[O-])c2)CC1)c1cccc([N+](=O)[O-])c1 returned Yeast lifespan up -2.1, HCT116 PTEN-null 96.1, Phagocytosis inh -2.9, Yeast growth inh 19.4, NPY-Y2 antag 0.4, HCT116 bCat-KO 85.3, Measles CPE 7.1, MRP-1 activ -2.7 and GALR2 blocker -2.3.
Screening CCCCCCNc1nc(NCc2ccco2)nc(OCC)n1 returned Yeast lifespan up -8.2, HCT116 PTEN-null 71.0, Yeast growth inh 2.0, NPY-Y2 antag 8.0, E-sel TNF inh -7.6, HCT116 bCat-KO 81.0, Measles CPE 3.1, MRP-1 activ -0.9 and GALR2 blocker 3.3.
O=C(CN(Cc1ccc2c(c1)OCO2)C(=O)CNC(=O)c1ccco1)NC1CCCCC1 was read as Yeast lifespan up -7.6, HCT116 PTEN-null 89.7, Phagocytosis inh -0.8, Yeast growth inh -13.8, NPY-Y2 antag 2.5, E-sel TNF inh -5.3, HCT116 bCat-KO 96.4, Measles CPE 15.0, MRP-1 activ -1.3 and GALR2 blocker 6.7.
`COc1cc(/C=N/NC(=O)c2ccc(-n3cccc3)cc2)ccc1O` gave Yeast lifespan up -3.7, HCT116 PTEN-null 77.8, Yeast growth inh -27.3, NPY-Y2 antag 1.9, E-sel TNF inh -0.2, HCT116 bCat-KO 69.8, Measles CPE 5.6, MRP-1 activ -2.4 and GALR2 blocker 1.1.
Screening CC(C)(C)SCCNC(=O)Nc1ccccc1 returned Yeast lifespan up -2.7, HCT116 PTEN-null 101.5, Phagocytosis inh 0.8, Yeast growth inh -20.4, NPY-Y2 antag 3.2, HCT116 bCat-KO 101.0, Measles CPE 34.8*, MRP-1 activ -1.7 and GALR2 blocker 10.3.
Screening O=C(Nc1cccc(Cl)c1)Nc1cc(S(=O)(=O)N2CCOCC2)ccc1N1CCCC1 returned Yeast lifespan up 9.3, HCT116 PTEN-null 67.5, Phagocytosis inh -11.9, Yeast growth inh -25.0, NPY-Y2 antag 0.5, HCT116 bCat-KO 73.3, Measles CPE 17.3, MRP-1 activ -3.4 and GALR2 blocker 7.3.
CCN=C(NCC)SC1CC(=O)N(c2ccc(OC)cc2)C1=O (centres undefined) was read as Yeast lifespan up -0.1, HCT116 PTEN-null 109.0, Phagocytosis inh -2.4, Yeast growth inh -44.7, NPY-Y2 antag 1.6, E-sel TNF inh 1.0, HCT116 bCat-KO 102.9, Measles CPE 3.1, MRP-1 activ 0.9 and GALR2 blocker 8.9.
For COc1ccc(CNC(=O)COC(=O)/C=C/c2cccs2)cc1 the results were Yeast lifespan up -1.8, HCT116 PTEN-null 101.2, Phagocytosis inh 3.2, Yeast growth inh -41.8, NPY-Y2 antag 5.8, E-sel TNF inh -22.4, HCT116 bCat-KO 95.8, Measles CPE 1.4, MRP-1 activ -0.6 and GALR2 blocker -12.4.
`O=C1CC(c2c[nH]c3ccccc23)C(=O)N1` (centres undefined) gave Yeast lifespan up -4.1, HCT116 PTEN-null 107.1, Phagocytosis inh -1.1, Yeast growth inh -36.5, NPY-Y2 antag 1.8, E-sel TNF inh -9.6, HCT116 bCat-KO 95.2, Measles CPE 16.5, MRP-1 activ -1.3 and GALR2 blocker -5.6.
CC(C)(/C=N/O)/[N+]([O-])=C/c1ccccc1C(F)(F)F was read as Yeast lifespan up -16.2, HCT116 PTEN-null 88.6, Phagocytosis inh 5.2, Yeast growth inh -6.0, NPY-Y2 antag -2.0, E-sel TNF inh -2.1, HCT116 bCat-KO 90.3, Measles CPE 5.8, MRP-1 activ -2.0 and GALR2 blocker 2.9.
For CC1(C)N=C(/C=N/O)CN1O the results were Yeast lifespan up -5.7, HCT116 PTEN-null 112.0, Phagocytosis inh 0.0, Yeast growth inh -9.7, NPY-Y2 antag 3.5, E-sel TNF inh -31.1, HCT116 bCat-KO 103.3, Measles CPE 19.9, MRP-1 activ 1.3 and GALR2 blocker -3.7.
For CC(=O)Nc1cccc2c1OCCO2 the results were Yeast lifespan up -9.0, HCT116 PTEN-null 95.6, Yeast growth inh -53.9, NPY-Y2 antag -1.3, E-sel TNF inh 4.4, HCT116 bCat-KO 107.8, Measles CPE 5.0, MRP-1 activ -0.8 and GALR2 blocker 6.2.
NC(=O)c1nn(-c2ccccc2)c(=O)cc1O was read as Yeast lifespan up -5.1, HCT116 PTEN-null 91.0, Yeast growth inh -50.5, NPY-Y2 antag 0.1, E-sel TNF inh -21.1, HCT116 bCat-KO 101.6, Measles CPE 7.8, MRP-1 activ 0.8 and GALR2 blocker 9.1.
`CC1(c2ccc(OC(F)F)cc2)NC(=O)N(/N=C/c2c(O)ccc3ccccc23)C1=O` (centres undefined) gave Yeast lifespan up 13.8, HCT116 PTEN-null 100.5, Phagocytosis inh -2.7, Yeast growth inh -28.6, NPY-Y2 antag 5.5, E-sel TNF inh -18.8, HCT116 bCat-KO 94.6, Measles CPE 11.3, MRP-1 activ -1.9 and GALR2 blocker -1.0.
For Cc1ccc(NC(=O)C2C(c3ccccc3)C2(Cl)Cl)c(C)c1 (centres undefined) the results were Yeast lifespan up -6.8, HCT116 PTEN-null 80.4, Yeast growth inh -75.8, NPY-Y2 antag -4.7, E-sel TNF inh -11.3, HCT116 bCat-KO 77.4, Measles CPE 2.3, MRP-1 activ -1.3 and GALR2 blocker 8.2.
Cc1ccccc1NC(=O)Cc1cn(C)c2ccccc12 was read as Yeast lifespan up -13.9, HCT116 PTEN-null 93.5, Yeast growth inh -15.1, NPY-Y2 antag 2.7, E-sel TNF inh -1.3, HCT116 bCat-KO 102.0, Measles CPE 3.7, MRP-1 activ -4.0 and GALR2 blocker 5.2.
COc1ccccc1CN1CCSCC1 was read as Yeast lifespan up -11.2, HCT116 PTEN-null 96.3, Phagocytosis inh -0.8, Yeast growth inh -36.3, NPY-Y2 antag 1.4, E-sel TNF inh 13.4, HCT116 bCat-KO 102.0, Measles CPE 7.5, MRP-1 activ -0.7 and GALR2 blocker 4.5.
`C=CCNC(=O)C(C#N)c1nc2ccccc2nc1N1CCCCCC1` (centres undefined) gave Yeast lifespan up -27.7, HCT116 PTEN-null 58.9, Phagocytosis inh -0.6, Yeast growth inh -18.0, NPY-Y2 antag 5.1, E-sel TNF inh -17.9, HCT116 bCat-KO 62.9, Measles CPE 6.7, MRP-1 activ -2.9 and GALR2 blocker -3.6.
For CCc1ccc2c(c1)/C(=N/OC)C(=O)N2 the results were Yeast lifespan up -7.6, HCT116 PTEN-null 96.7, Phagocytosis inh -5.1, Yeast growth inh -21.1, NPY-Y2 antag 0.8, HCT116 bCat-KO 95.6, Measles CPE 1.0, MRP-1 activ -0.1 and GALR2 blocker 5.8.
O=[N+]([O-])c1ccc(C(=S)N2CCC(Cc3ccccc3)CC2)cc1 was read as Yeast lifespan up 18.1, HCT116 PTEN-null 71.8, Phagocytosis inh -10.2, Yeast growth inh -67.1, NPY-Y2 antag 9.5, E-sel TNF inh 8.5, HCT116 bCat-KO 69.7, Measles CPE 6.6, MRP-1 activ -2.0 and GALR2 blocker 5.8.
COc1cc(/C=C2\OC(=O)c3c(OC)cccc32)ccc1O was read as Yeast lifespan up -8.3, HCT116 PTEN-null 95.4, Phagocytosis inh 0.2, Yeast growth inh -33.7, NPY-Y2 antag -1.9, E-sel TNF inh -12.7, HCT116 bCat-KO 81.8, Measles CPE 5.8, MRP-1 activ -0.7 and GALR2 blocker 0.2.
